# Hsp70 displacement = small molecules displacing fluorescent ligand from Hsp70 – biochemical, fluorescence polarization, primary screen (AID 583); Hsp70 fluorescence polarization probe displacement, mP; higher % means a stronger effect; displacement, % at 20 µM; hits with a dose series show IC50 in µM; 0.06% of 140,000 active; in the data active = displacement above about 50%;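 also: plate controls were vehicle for no effect and reference ligand for full effect; a part of the inactive calls stands beside numbers as strong as those of hits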
# MKP-3 inhibition = inhibition of rat DUSP6 enzyme activity – biochemical, in vitro, primary screen (AID 425) | recombinant MKP-3 phosphatase activity, fluorescence; higher % means a stronger effect | inhibition, % at 20 µM; hits with a dose series show IC50 in µM | 0.17% of 110,000 active; in the data active = inhibition above about 50%;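 also: plate controls were vehicle for no effect and reference inhibitor for full effect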
# * hit, by the source's call; . = not tested or not shown; & = joins results of further samples. This is a subset (hit frequency here may not be typical).
Hsp70 displacement,MKP-3 inhibition,SMILES
16.1%,.,CC(C)NC(=O)c1cc(-n2cnnc2)ccc1Cl
6.5%,2.7%,CCOC(=O)N1CCN(C(=O)CN(c2ccc(OCc3ccccc3)cc2)S(C)(=O)=O)CC1
1.1%,4.0%,CCOC(=O)N1CCC(NC(=O)CN2C(=O)C(CC)Oc3ccc(C)cc32)CC1 (centres undefined)
2.0%,.,Cc1cc(C)n2nc(SCC(=O)c3ccccc3)nc2n1
-3.6%,.,O=c1[nH]c2cc3c(cc2cc1C(c1nnnn1CC1CCCO1)N1CCCCCC1)OCCO3 (centres undefined)
-0.1%,6.3%,Cc1ccc(/C=N/NC(=O)C(C)Nc2cccc3ccccc23)o1 (centres undefined)
5.2%,-8.1%,CCOC(=O)c1cc(-c2ccc(F)cc2)n(CC(=O)Nc2nccs2)c1C
0.7%,.,CCc1ccccc1NC(=O)N[C@H](C(=O)O)C(C)CC (some centres undefined)
1.6%,.,COc1cc(/C=C2/C(=O)N=C(N)N2C)cc(OC)c1OC
3.2%,1.2%,Cc1ccc(F)c(NC=C2C(=O)OC(C)(C)OC2=O)c1
-1.3%,2.6%,CCc1c(C)c2ccc(OC)c(C)c2oc1=O
0.9%,1.7%,CCCOc1ccc(/C=C/C(=O)Nc2c(C)cccc2C(C)C)cc1OC
2.1%,2.9%,Cc1ccc2ncnc(N(CC(C)C)CC(C)C)c2c1
0.6%,1.0%,Cc1cc(C)n2ncc(-c3ccccc3)c2n1
0.2%,0.0%,Fc1ccc(CNc2nc(-c3ccco3)cc(C(F)(F)F)n2)cc1
-0.2%,.,COc1cccc(CNS(=O)(=O)c2cccc(S(=O)(=O)N3CCOCC3)c2)c1
-0.6%,-13.6%,O=C(Nc1nc2n(n1)C(c1ccc(Cl)cc1)CC(c1ccc(Cl)cc1)N2)c1ccco1 (centres undefined)
1.0%,-7.9%,COc1ccccc1-c1ccc(=O)n(CC(=O)Nc2ccc(C(=O)N3CCCC3)cc2)n1
-5.3%,3.4%,CCOc1ccccc1NC(=O)COc1ccccc1
9.4%,-2.7%,COc1ccc(-c2noc(CN(C)S(=O)(=O)c3ccccc3)n2)cc1OC

# Among those listed so far, these have a furan ring, fused or not:
Hsp70 displacement,MKP-3 inhibition,SMILES
-0.1%,6.3%,Cc1ccc(/C=N/NC(=O)C(C)Nc2cccc3ccccc23)o1 (centres undefined)
0.2%,0.0%,Fc1ccc(CNc2nc(-c3ccco3)cc(C(F)(F)F)n2)cc1
-0.6%,-13.6%,O=C(Nc1nc2n(n1)C(c1ccc(Cl)cc1)CC(c1ccc(Cl)cc1)N2)c1ccco1 (centres undefined)

# Continuation.
Hsp70 displacement,MKP-3 inhibition,SMILES
13.8%&0.7%,-0.7%&0.4%,CC1(C)Cc2ccccc2C(Nn2cnnc2)=N1
1.6%,-0.1%,O=C(c1nn2c(C(F)(F)F)cc(-c3ccccc3)nc2c1Cl)N1CCCCC1
3.1%,3.7%,O=C(Nc1nc2sc3c(c2c(=O)s1)CCCC3)c1ccc([N+](=O)[O-])cc1
2.7%,.,N#C/C(C(N)=O)=C1/CCc2ccccc2N1
1.2%,.,O=C(O)CC1(CC(=O)Nc2ccc3ccccc3c2)CCCCC1
6.2%,-12.3%,CCn1cc(NC(=O)Nc2ccccc2C(=O)OC)c(C(N)=O)n1
1.9%,-1.4%,Cc1[nH]nc2c1C(c1ccccc1F)CC(=O)N2 (centres undefined)
1.1%,.,O=C(NCCCN1CCOCC1)c1ccc2c(=O)n(CCc3ccccc3)c(=O)[nH]c2c1
0.9%,.,COC(=O)c1ccc(-c2ccco2)n1Cc1cc(C)ccc1C
-0.8%,-13.3%,Cc1cnc(C(=O)Nc2ccc3c(c2)CCC3)cn1
-2.2%,1.6%,CCCc1[nH]n(-c2nc3ccccc3s2)c(=O)c1C=NCCc1ccccc1
2.6%,-15.7%,Cc1ccc(-c2nnn(CC(=O)NC3CC4CCC3C4)n2)cc1 (centres undefined)
12.9%,-4.9%,Cn1c(=O)c2c(nc(N3CCCCCC3)n2CC(=O)c2ccccc2)n(C)c1=O
-1.7%,-11.3%,CCCCn1c(=N)n(CC(O)COc2ccc(C)cc2)c2ccccc21 (centres undefined)
-1.1%,-1.8%,Cc1ccccc1NS(=O)(=O)c1cc(C(N)=O)ccc1C
-2.9%,-0.3%,COc1ccccc1CN1CC(C(=O)N2CCN(c3ccc(F)cc3)CC2)CC1=O (centres undefined)
1.0%,-5.3%,Cc1ccc(N(CC(O)CN(C)C)S(=O)(=O)c2ccccc2)cc1 (centres undefined)
-3.4%,-8.7%,CCOC(=O)c1cc(-c2ccco2)nc2c1c(C)nn2-c1ccccc1
-2.5%,0.2%,CCOc1ccc(N(CC(=O)NCCc2ccc(OC)c(OC)c2)S(=O)(=O)c2ccc(Br)cc2)cc1
0.9%,4.9%,COc1ccc(C(=O)NCC2(c3ccccc3)CCCC2)c(OC)c1
-1.9%,.,O=C(CN(C(=O)Cn1nnc(-c2cccs2)n1)c1ccc2c(c1)OCCO2)NCc1ccccc1
1.9%,-13.2%,Cc1nn(-c2nc3ccccc3n2Cc2ccccc2)c2c1C(=O)CC(C)(C)C2
5.1%,1.7%,COc1cccc(C(=O)CN2CCC(NC(=O)NC3CCCCC3)CC2)c1
-1.6%,.,CC1CC(C)CN(C(=O)CN2CCN(Cc3ccc(Cl)cc3)C2=O)C1 (centres undefined)
0.4%,4.6%,COc1ccc(/C=N\OCC(=O)Nc2oc(-c3ccccc3)c(-c3ccccc3)c2C#N)cc1OC
-0.1%,3.6%,Cc1cccc(N2C(=O)/C(=C/c3ccc(C(=O)O)cc3)SC2=S)c1C
-0.3%,6.2%,CCn1c(COc2cccc(C)c2)nnc1SCC(=O)N1CCCC1
2.3%,1.7%,CC(=O)c1c(C)nc2ccc(Br)cc2c1C(=O)O
.,-7.9%,CCCN1CCN(C(=O)c2cn(CC(C)C)c(=O)c3cc(OC)c(OC)cc23)CC1
1.3%,3.5%,O=Cc1cc(Cl)c(OCc2ccccc2Cl)c(Cl)c1
0.6%,.,COc1ccc(C/C(=N\O)c2ccc(OC)cc2)cc1
-4.4%,3.9%,CC(C)(C)c1ccc(OCCCCCn2ccnc2)cc1
4.6%,.,Cc1ccc(-n2c(Cc3cccs3)nnc2SCC(=O)Nc2ccc(F)c(F)c2)cc1
2.1%,7.6%,Cc1ccc(S(=O)(=O)N=C2C=CC(=O)C=C2)c(C)c1
3.4%,-3.2%,O=S(=O)(NCC1CCCO1)c1ccc2c(c1)OCCO2 (centres undefined)
2.0%,-7.8%,COc1cc(C(=O)NCCC(=O)NC2CCCCCCC2)cc(OC)c1OC
-0.7%,.,Cc1nn(C(C)c2n[nH]c(=S)n2-c2ccc(F)cc2)c(C)c1[N+](=O)[O-] (centres undefined)
-3.0%,0.3%,COc1cccc(C2NC(=O)NC(C)=C2C(=O)OCCc2ccccc2)c1OC (centres undefined)
7.0%,-2.3%,CCC(=O)Nc1ccc(-c2nn3c(C)nnc3s2)cc1C
3.3%,-3.3%,CC1CCCCN1S(=O)(=O)c1ccc2c(c1)CCN2C(=O)CCC(=O)O (centres undefined)
0.3%,.,O=C(Nc1ccc2c(c1)OCO2)C1CC(c2ccc(F)cc2)=NO1 (centres undefined)
-7.2%,-11.8%,CCCc1nc(N)nc2c1C(=O)CC(C)(C)C2
-0.6%,0.8%,Cc1ccc(C(=O)O)cc1NC(=O)C(c1ccccc1)c1ccccc1
3.6%,.,COCCn1c(C)cc(C(=O)CSc2nnc3scc(-c4ccc(Cl)cc4)n23)c1C
8.3%,-9.0%,COc1cccc(N2CCN(C(=O)CCn3c(=S)[nH]c4cc5c(cc4c3=O)OCO5)CC2)c1
-0.4%,.,COc1ccc(C2/C(=C(\O)c3cccc(OC)c3)C(=O)C(=O)N2c2ccccn2)cc1 (centres undefined)
-2.8%,-9.6%,CN(C(=O)CSc1ncccc1C(=O)O)c1ccccc1
9.1%&-0.7%,-3.0%&2.0%,COc1ccc(CSc2nc(C)cc(=O)[nH]2)cc1
1.8%,3.7%,C=CCNC(=O)c1ccc(N2C(=O)c3ccccc3C2=O)cc1
-0.9%,-18.4%,CCCCCc1nnc(NC(=O)C2CCCO2)s1 (centres undefined)

# The list goes on; it opens with the 5 that closed the last part.
Hsp70 displacement,MKP-3 inhibition,SMILES
-0.4%,.,COc1ccc(C2/C(=C(\O)c3cccc(OC)c3)C(=O)C(=O)N2c2ccccn2)cc1 (centres undefined)
-2.8%,-9.6%,CN(C(=O)CSc1ncccc1C(=O)O)c1ccccc1
9.1%&-0.7%,-3.0%&2.0%,COc1ccc(CSc2nc(C)cc(=O)[nH]2)cc1
1.8%,3.7%,C=CCNC(=O)c1ccc(N2C(=O)c3ccccc3C2=O)cc1
-0.9%,-18.4%,CCCCCc1nnc(NC(=O)C2CCCO2)s1 (centres undefined)
-2.3%,3.2%,Cc1cc(Br)c(S(=O)(=O)n2nnc3ccccc32)cc1C
-3.1%,3.9%,O=S(=O)(NCc1ccccc1)c1cccc(S(=O)(=O)c2ccccc2)c1
-12.8%,-4.8%,O=C(c1cccc(F)c1)N1CCN(C(=O)c2cc(-c3ccc(Cl)cc3Cl)on2)CC1
0.2%,-0.1%,COc1cc(C)c(Br)cc1S(=O)(=O)N1CCCC1
-2.1%,.,COc1ccc(S(=O)(=O)N2CCC(NC(=O)Nc3ccc(C)cc3)CC2)cc1
1.9%,.,O=C(c1ccco1)c1nc2c(n1O)CCCCC2
3.6%,4.5%,ON1C(c2ccc(Cl)cc2Cl)N(O)[C@H]2CCCC[C@H]21 (some centres undefined)
-2.5%,2.2%,c1ccc(Oc2cccc(NC3=NCCC3)c2)cc1
-5.2%,-1.6%,COc1ccc2[nH]c(=O)c(CN(C(=O)C3CCCO3)c3ccc(C)cc3)cc2c1 (centres undefined)
-1.1%,-8.0%,Cc1cccc(-n2ncc3c(Nc4ccc(F)cc4)ncnc32)c1
-4.7%,-2.4%,Nc1nc(Oc2ccc(F)cc2)c(Br)c(=O)[nH]1
2.6%,-7.9%,Cc1cc(-c2nc3ncccc3o2)ccc1N
-1.5%,-0.7%,Cn1cccc1-c1cc(C(=O)O)[nH]n1
1.0%,-1.5%,COc1ccc2c(c1)cc(C(=O)O)n2C
9.6%,-0.6%,O=C(CN1CCN(c2ccc(F)cc2)CC1)OCc1ccccc1
2.2%,-2.5%,Cc1ccc(OCCCN2CCOCC2)cc1
6.7%,-7.6%,Cc1cccc(NC(=O)C2CCCN2C(=O)OCC(C)C)c1C (centres undefined)
2.5%,-11.3%,CCN(CC)S(=O)(=O)c1ccc(Cl)c(C(=O)Nc2nnc(C)s2)c1
-1.9%,-2.9%,CCn1cnc2sc(C(=O)O)c(C)c2c1=O
1.2%,3.0%,O=C(Nc1nc(C23CC4CC(CC(C4)C2)C3)cs1)c1ccc(F)cc1
-0.7%,-3.3%,CCc1ccccc1NC(=O)CN(c1ccccc1OC)S(=O)(=O)c1ccccc1
-0.5%,-4.9%,O=C(Nc1ccccc1)N(CCc1nc2ccccc2[nH]1)C1CCCC1
-8.1%,-10.7%,COc1cc(C)nc(N2CCCC(C(=O)Nc3cccc(Cl)c3Cl)C2)n1 (centres undefined)
4.4%,1.4%,COCCCn1cnc2c(c1=O)c1nc3ccccc3nc1n2CCc1ccccc1
0.1%,-0.2%,COc1ccc(CCNC(=O)c2ccc(N(Cc3ccc(Cl)cc3)S(C)(=O)=O)cc2)cc1OC
1.5%,0.1%,CN(C)c1ccc([N+](=O)[O-])cc1/C=N/NC(=O)CCc1ccccc1O
-1.6%&-5.6%,2.9%,CCN(CC)CC(C(=O)N(CC)CC)P(=O)(c1ccccc1)c1ccccc1 (centres undefined)
3.2%,2.9%,O=C1CC(c2ccc(Cl)cc2)CC2=C1C(c1ccccc1[N+](=O)[O-])Nc1ccccc1N2 (centres undefined)
0.5%,-5.3%,CC(C)(Oc1cccc2ccccc12)C(=O)O
1.9%,-7.6%,Cc1ccc(-n2nc3c(c2NC(=O)c2cccs2)CSC3)cc1
3.2%,-13.3%,CC(C)(C)OC(=O)N[C@@H](Cc1c[nH]c2ccccc12)c1nnc(SCC(N)=O)o1
-4.4%,4.1%,CCN(CC)CCCNC(=O)c1ccc(OC)cc1OC
-64.5%,1.8%,CCN1/C(=C\C=C\c2n(CCCS(=O)(=O)[O-])c3cc(C#N)ccc3[n+]2CC)Oc2ccc(-c3ccccc3)cc21
6.6%,2.0%,CCCCNC(=O)/C(=C/c1ccc(-c2cccc([N+](=O)[O-])c2)o1)NC(=O)c1ccc(OC)cc1
-1.8%,5.3%,CCCCOC(=O)c1ccc(NC(=O)COc2ccc3c(C)cc(=O)oc3c2)cc1
-2.5%,-13.5%,O=C(CN(C1CCCCC1)S(=O)(=O)c1ccccc1)N1CCCC1
0.1%,-12.9%,COc1ccccc1-c1nc(S(=O)(=O)c2ccc(Cl)cc2)c(N(C)C)o1
-3.1%,9.5%,Cc1cc(C)cc(N(C(=O)C2CCCC2)C2C=CS(=O)(=O)C2)c1 (centres undefined)
0.8%,.,CCN1CCN(C(=O)c2nn(-c3ccccc3)c(=O)c3ccccc23)CC1
-2.5%,2.8%,COC(=O)C1Sc2[nH]c(=O)sc2C2c3ccccc3OC(=O)C12 (centres undefined)
-0.8%,2.2%,CCc1cccc(NC(=O)Cn2cccc2)c1
-3.8%,.,Cc1ccc(CNC(=O)c2c(C)cc(=O)oc2C)cc1
3.5%,3.9%,COc1ccc(N(CC(=O)N2CCCC2)S(C)(=O)=O)cc1
-0.4%,-1.4%,Cn1c(SCc2cccc3ccccc23)nnc1-c1ccco1
0.3%,5.4%,Cc1ccc(-n2nc3ccc(NC(=S)NC(=O)c4ccc(Cl)cc4)cc3n2)cc1
0.6%,.,COc1cccc(C2=NOC(C(=O)Nc3ccccc3SC)C2)c1 (centres undefined)

# In the list so far, these have a cyano group:
Hsp70 displacement,MKP-3 inhibition,SMILES
2.7%,.,N#C/C(C(N)=O)=C1/CCc2ccccc2N1
0.4%,4.6%,COc1ccc(/C=N\OCC(=O)Nc2oc(-c3ccccc3)c(-c3ccccc3)c2C#N)cc1OC
-64.5%,1.8%,CCN1/C(=C\C=C\c2n(CCCS(=O)(=O)[O-])c3cc(C#N)ccc3[n+]2CC)Oc2ccc(-c3ccccc3)cc21
